# Screening data as filed in PubChem.
# Htt clearance: mutant huntingtin protein clearance. HeLa Exon1htt(103Q)mCFP, aggregate imaging; zero = plate's median compound well. inhibition, % at 1.5 µM. 47,000 compounds, 0.42% hits;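 active = inhibition of aggregate fluorescence above about 70%, also judged a hit by eye on the cell image, limit read from the data, passing the limit was not always enough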;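 also: cells exposed to compound for three days before fixation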
# Htt clearance grain fraction: second read-out of Htt clearance, no call of its own (marks repeat the call); fraction fluorescence in grains; measured here: aggregate grain fluorescence fraction; stronger effect = lower value;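 scaled fraction of total cell fluorescence in grains with unit not stated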
# * marks the source's active call; other numbers are inactive results.
# Sample of the layout (six entries):
# Every second line gives: Htt clearance | Htt clearance grain fraction
CC(Sc1nc(N)cc(=O)[nH]1)C(=O)NC1CCCCC1 (centres undefined)
  11.9 | 16.7
O=S(=O)(Cc1ccccc1Cl)Nc1ccccn1
  -39.6 | 28
COc1cc2c(cc1OC)CN(CC(=O)Nc1ccc3c(c1)OCO3)CC2
  -20.1 | 48.2
CCOC(=O)C1CCN(C(=O)c2cccnc2)CC1
  -71.4 | 60.1
COc1ccc(CN(C(=O)CSc2nnc(-c3ccccc3C)o2)c2ccc(F)cc2)cc1
  19.7 | 16.2
Cc1cc(NC(=O)Cn2cnc3c(cnn3C(C)(C)C)c2=O)no1
  10.5 | 16.5

# The list itself, from the first entry:
# Every second line gives: Htt clearance | Htt clearance grain fraction
CC(Sc1nc(N)cc(=O)[nH]1)C(=O)NC1CCCCC1 (centres undefined)
  11.9 | 16.7
O=S(=O)(Cc1ccccc1Cl)Nc1ccccn1
  -39.6 | 28
COc1cc2c(cc1OC)CN(CC(=O)Nc1ccc3c(c1)OCO3)CC2
  -20.1 | 48.2
CCOC(=O)C1CCN(C(=O)c2cccnc2)CC1
  -71.4 | 60.1
COc1ccc(CN(C(=O)CSc2nnc(-c3ccccc3C)o2)c2ccc(F)cc2)cc1
  19.7 | 16.2
Cc1cc(NC(=O)Cn2cnc3c(cnn3C(C)(C)C)c2=O)no1
  10.5 | 16.5
Cc1nc2ccccc2c(=O)n1N
  -399.1 | 187
COC(=O)c1cc(NC2c3ccccc3C(=O)N2c2cccnc2)cc(C(=O)OC)c1 (centres undefined)
  -73.5 | 55.9
COc1cccc(NC(=O)C2CCN(S(C)(=O)=O)CC2)c1
  50.1 | 8.42
CCn1c(CSc2nc3ccccc3s2)nnc1SCC(=O)OC(C)(C)C
  35.5 | 13.2
COc1ccc(CCC(=O)Nc2ccc3c(c2)OCCO3)cc1
  -3.3 | 20.2
C=CCn1c(CSc2nc3ccccc3s2)nnc1SCC(=O)NCc1ccco1
  26.8 | 28.7
CN1CCN(C(=O)c2cc3ccccc3oc2=O)CC1
  -23.4 | 46.4
O=C(CC1COc2ccccc2O1)NC1CCCCC1 (centres undefined)
  -8.7 | 22.9
COc1ccc(S(=O)(=O)NCCSC(C)(C)C)c(Cl)c1Cl
  -103.2 | 65.6
Cc1nn(-c2ccccc2)c2c1C(c1c(C)[nH]c(C#N)c1C)C(C#N)=C(N)O2 (centres undefined)
  -1.0 | 19.9
CCC1Oc2ccc(C)cc2N(Cc2cccc(C)c2)C1=O (centres undefined)
  41.5 | 19.6
Cc1cc(-c2ccccc2C(=O)O)on1
  35.3 | 24.3
CC1CCCCC1NC(=O)Cn1nnc(-c2ccc(Cl)cc2)n1 (centres undefined)
  -54.4 | 29.8
CCOC(=O)N1CCC(N2CCN(S(=O)(=O)CC)CC2)CC1
  -23.7 | 47.5
O=c1[nH]c2ccc(S(=O)(=O)N3CCCCC3)cc2o1
  -42.9 | 27.4
Cc1ccc(S(=O)(=O)N[C@H](C(=O)N2CCC(C(=O)NCC(=O)O)CC2)C(C)C)cc1
  7.9 | 18.1
COc1ccccc1C1NC(=O)NC(C)=C1C(C)=O (centres undefined)
  71.1* | 5.53*
COC(=O)c1ccccc1NC(=O)NCc1ccco1
  24.4 | 14.9
O=C(CN1CCN(c2ccccn2)CC1)Nc1cc(C(F)(F)F)ccc1Cl
  -4.8 | 21.2
CN(C)CCSc1nc(N)c2c3c(sc2n1)COC(C)(C)C3
  14.5 | 18.1
Cc1oc2c(C)c(O)ccc2c(=O)c1-c1ccc2ccccc2n1
  49.9 | 15.2
O=S(=O)(c1ccc(F)cc1)N1CCn2c(nc3ccccc32)C1
  9.3 | 47.2
COc1ccc(Cc2noc(-c3ccc(C)cc3)n2)cc1
  -13.4 | 44.2
CCCN1CN(Cc2ccccc2)CC2=C1CC(C)(C)CC2=O
  -35.4 | 49.8
COc1ccc(-c2nc(CSCC(=O)N3CCN(C)CC3)c(C)o2)cc1OC
  -35.2 | 70.4
Clc1ccccc1CSc1nnc(-c2cccnc2)n1Cc1ccco1
  27.1 | 31.5
CCOC(=O)C1=C(C)NC(=O)NC1c1ccc(NC(C)=O)cc1 (centres undefined)
  33.7 | 20.2
N#C/C(=C(/O)COC(=O)c1ccc2c(c1)OCCO2)c1nc2ccccc2[nH]1
  -28.6 | 28.1
COc1ccc(S(=O)(=O)N2CCn3c2nc2ccccc23)cc1
  36.1 | 10.9
CC1CCC2(CC1)NC(CO)(CO)CO2 (centres undefined)
  -38.9 | 23.4
COc1ccc(N(CC(=O)N2CCCCC2)S(=O)(=O)c2c(C)nn(C)c2C)cc1
  -28.9 | 60.5
Cc1c(NC(=O)C(C)OC(=O)c2cc3c4ccccc4n(C)c3s2)c(=O)n(-c2ccccc2)n1C (centres undefined)
  -17.3 | 22.6
O=C(Nc1ccccc1Oc1ccccc1)c1cnccn1
  23.7 | 12.9
COc1cc(C(c2nnnn2C2CCCC2)N2CCN(C)CC2)cc(OC)c1OC (centres undefined)
  41.9 | 21.4

# Whole records, quoted from the list:
# CCCN1CN(Cc2ccccc2)CC2=C1CC(C)(C)CC2=O is entered as Htt clearance = -35.4; Htt clearance grain fraction = 49.8
# Clc1ccccc1CSc1nnc(-c2cccnc2)n1Cc1ccco1 is entered as Htt clearance = 27.1; Htt clearance grain fraction = 31.5
# O=S(=O)(c1ccc(F)cc1)N1CCn2c(nc3ccccc32)C1 is entered as Htt clearance = 9.3; Htt clearance grain fraction = 47.2

# Going on with the list.
# Every second line gives: Htt clearance | Htt clearance grain fraction
CCCCNS(=O)(=O)C1CCS(=O)(=O)C1 (centres undefined)
  6.4 | 19.2
Cc1ccc(CNc2ccc(N3CCOCC3)c(C(=O)O)c2)s1
  47.2 | 10.1
CC(=O)c1ccc(N(C(=O)Cn2nnc3ccccc32)C(C(=O)NC2CCCCC2)c2cn(C)nc2C)cc1 (centres undefined)
  -6.8 | 21.4
O=c1nc(N2CCOCC2)nc2n1CCO2
  -93.5 | 38.1
CCOc1ccccc1NS(=O)(=O)c1ccc(Br)s1
  30.6 | 13.7
Cc1ccc(OCCN2CCN(c3ncnc4sc(C)c(C)c34)CC2)cc1
  -303.5 | 128
Cc1cc(=O)oc2cc(OCC(=O)NCc3ccccn3)ccc12
  18.8 | 32.6
CC(=O)Nc1c(C(=O)NCc2ccccc2)nnn1Cc1ccccc1
  -39.7 | 55.3
CC1(C)OC(=O)C(=CNc2ccccc2F)C(=O)O1
  -21.8 | 22.5
CC1(C)C(c2ccccc2)=[N+]([O-])CN1O
  -8.1 | 45.9
O=C1CNC(=O)/C1=C\N1CCN(C(c2ccccc2)c2ccccc2)CC1
  -32.3 | 41.9
C#CCNc1cc(C)nc2ncnn12
  -15.2 | 20.7
COc1ccc(CCNC(=O)c2c(C)cc(=O)oc2C)cc1OC
  -26.8 | 47.7
O=C(NCC1(c2ccccc2)CCCC1)C(=O)N1CCOCC1
  -0.7 | 18.4
COc1ccccc1NC(=O)CSc1nc(O)cc(=O)n1-c1ccccc1OC
  16.3 | 17.3
COC(=O)/C=C(\C)NC(=O)c1cccs1
  -21.4 | 25.1
O=C(NCc1nnc2n1CCCCC2)c1ccc(Cl)cc1Cl
  -6.1 | 35.5
N=c1sccn1CC(=O)Nc1ccc(S(=O)(=O)N2CCOCC2)cc1
  29.0 | 25.7
COC(=O)c1ccc(OCC(O)CN2CCC(C)CC2)cc1 (centres undefined)
  -84.2 | 75.5
Cc1cc(NC(=O)c2ccccc2)sc1C
  0.4 | 40.2
CCCOc1ccc(S(=O)(=O)NCc2ccc(OC)cc2)cc1
  -25.4 | 46.1
O=C(Nc1ccc(S(=O)(=O)N2CCC(C(=O)NC3CCCCC3)CC2)cc1)c1ccco1
  4.4 | 35.1
O=C(Nc1ccc2c(c1)OCO2)c1c(F)cccc1F
  -70.9 | 28.8
CCN(CC)CCNc1ccnc2cc(Cl)ccc12
  -78.4 | 34.6
CCn1c(CNc2ccc(C)cc2)nnc1SCC(=O)NCc1ccccc1
  32.3 | 13.7
COC(=O)C(O)(CC(=O)c1ccc(OC)cc1)C(F)(F)F (centres undefined)
  26.9 | 12.2
CC1CCN(S(=O)(=O)c2ccc(NC(=O)Cn3nnc(-c4ccccc4F)n3)cc2)CC1
  35.4 | 13.8
O=C1NC(c2cccs2)C(C(=O)c2ccccc2)C(O)(C(F)(F)F)N1 (centres undefined)
  -59.9 | 32.7
c1ccc(CSc2nnc(-c3cccs3)n2Cc2ccco2)cc1
  -12.4 | 52
c1ccc(CNc2ccc3c(c2)ncn3C2CCCCC2)nc1
  18.1 | 14.5
COc1ncnc2c1NC1=C(S2)C(=NCCC(=O)O)CC(C)(C)C1
  -5.6 | 39.8
CSc1cc(/C=N/O)c(SC)s1
  51.7 | 16.4
COc1ccc(CNC(=O)C2CC(=O)N(c3ccc(OCC(=O)N4C(C)CCCC4C)cc3)C2)cc1 (centres undefined)
  6.2 | 17.6
N#CC1=C(SCC(=O)NC2CC2)NC(=O)C(C#N)C12CCCCC2 (centres undefined)
  -2.9 | 40.3
COc1ccc(-c2nnn(CC(=O)N3CCOCC3)n2)cc1
  2.1 | 37
COc1ccc2c(c1)CCc1c(C(=O)NCCCn3ccnc3)noc1-2
  7.0 | 34.5
Nc1c2c(nc3ccn(Cc4ccccc4)c(=O)c13)CCC2
  11.7 | 30.9
O=C(Nn1cnnc1)c1cc2cc(Br)ccc2oc1=O
  6.2 | 18.9
CN1CCN(S(=O)(=O)c2ccc(-c3ccccc3)cc2)CC1
  7.2 | 19.9
CCN(CC)CCn1c(NCc2nc3ccccc3n2Cc2ccccc2)nc2ccccc21
  -28.4 | 27
Cc1ccc(CN2CCN(C(=O)C3CCCO3)CC2)cc1 (centres undefined)
  9.6 | 17.7
CC(=O)C1=C(N2CCCCC2)CCC1=O
  -22.5 | 20.6
COc1ccc(C)cc1NC(=O)CN(c1ccccc1)S(C)(=O)=O
  -33.0 | 42.1
COC(=O)c1ccccc1NC(=O)Cn1cnc2c(cnn2-c2ccc(C)c(C)c2)c1=O
  17.1 | 16
O=C1NCC2=C1C(c1ccc(Br)cc1)Nc1ccccc1N2 (centres undefined)
  66.1 | 12.5
O=C(Nc1ccccn1)c1ccc(=O)[nH]n1
  -6.0 | 20.2
COc1ccc(-c2nnc3ccc(SCC(=O)NCc4ccco4)nn23)cc1
  -39.8 | 51.4
COC(=O)c1ccc(Oc2nc(NC(C)C)nc(SC)n2)cc1
  -2.9 | 18
CCc1cccc(OCCCCNCCO)c1
  -23.5 | 22
N#CCSc1nnc(COc2ccc3ccccc3c2)o1
  4.0 | 35.4
CC(NC(=O)c1cccnc1)C(c1cccs1)N1CCOCC1 (centres undefined)
  2.3 | 19.2
Cc1[nH]n(-c2ccc([N+](=O)[O-])cc2)c(=O)c1C=NCCN1CCN(C(=O)c2ccccc2)CC1
  -3.5 | 20.8
CCn1cc(C(=O)NC2CCCCC2C)c(=O)c2ccc(C)nc21 (centres undefined)
  -26.2 | 46.4
CCN(CC)S(=O)(=O)c1ccc(-c2nnc(SCc3nnc(-c4ccc(C)cc4)o3)n2CC)cc1
  -292.0 | 126
O=C(CN1CCOCC1)NCc1ccccc1
  17.2 | 14.8
CS(=O)(=O)N(CC(=O)NCC1CCCO1)c1ccc(Cl)c(Cl)c1 (centres undefined)
  8.6 | 34.7
Cc1cnc(C(=O)Nc2nnc(C)s2)cn1
  11.4 | 32.1
CCOC(=O)c1nnn(-c2nonc2-c2ccccc2)c1C
  11.8 | 32.4
COC(=O)C(C(=O)OC)N1C(=O)CCC1=O
  -46.8 | 28.9
COc1c(C)cccc1C(=O)Nc1cc(Cl)ccc1N1CCOCC1
  46.4 | 11.3

# Quoted at random: 2 entries already listed.
# Every second line gives: Htt clearance | Htt clearance grain fraction
CC1(C)OC(=O)C(=CNc2ccccc2F)C(=O)O1
  -21.8 | 22.5
Cc1cc(NC(=O)Cn2cnc3c(cnn3C(C)(C)C)c2=O)no1
  10.5 | 16.5

# The results go on.
# Every second line gives: Htt clearance | Htt clearance grain fraction
Cc1ccc(N=Cc2ccc(N(C)C)cc2)cc1
  52.9 | 19.8
NS(=O)(=O)c1ccc(CCNC2CC(=O)N(CCc3ccccc3)C2=O)cc1 (centres undefined)
  20.7 | 26.9
CC(OC(=O)c1nsc(Cl)c1Cl)C(=O)NCc1ccco1 (centres undefined)
  -32.8 | 27.5
O=S(=O)(c1ccc2c(c1)OCCO2)N1CCC(O)(c2ccc(Cl)cc2)CC1
  -26.8 | 43.3
Cn1nc(-c2ccc(C(=O)NCC3CCCO3)cc2)c2ccccc2c1=O (centres undefined)
  0.8 | 16.5
Cc1cc(=O)oc2cc(Oc3ncccn3)ccc12
  -8.7 | 48

# Rewritten with each value named: entries from further up.
Cn1nc(-c2ccc(C(=O)NCC3CCCO3)cc2)c2ccccc2c1=O (centres undefined)
  Htt clearance = 0.8
  Htt clearance grain fraction = 16.5
NS(=O)(=O)c1ccc(CCNC2CC(=O)N(CCc3ccccc3)C2=O)cc1 (centres undefined)
  Htt clearance = 20.7
  Htt clearance grain fraction = 26.9
O=S(=O)(c1ccc2c(c1)OCCO2)N1CCC(O)(c2ccc(Cl)cc2)CC1
  Htt clearance = -26.8
  Htt clearance grain fraction = 43.3
Cc1ccc(N=Cc2ccc(N(C)C)cc2)cc1
  Htt clearance = 52.9
  Htt clearance grain fraction = 19.8

# Only part of the results is shown. The share of hits here may be higher or lower than overall.
